Compound activity as filed in PubChem BioAssay.
PKA-R1A act: activators of PKA-R1A holoenzyme, primary screen, biochemical, fluorescence polarization, Cy5-IP20, bovine R1A, mouse PKAc | PKA-R1A dissociation; scaled: DMSO 0%, 113 µM cGMP 100% | activation, % at 11.4 µM | actives 0.083% (n = 340,000) | AID 504707, 2011;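 active = percent activation above the mean of all tested compounds plus 3 SD, cut at about 19% in these data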;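 also: higher means more PKAc released from R1A so a rise in polarization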
SR-BI DiI-HDL act: activators of SR-BI mediated DiI-HDL uptake, primary screen, ldlA[mSR-BI] CHO cells, DiI fluorescence. 3 h; 100 = double the neutral-control signal. activation, % at 12.5 µM. actives 0.096% (n = 320,000);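 active = mean replicate activation of at least 60% and every replicate at or above 60%; inconclusive = mean or all-replicate condition met, but not both; inactive = mean below 60% and not all replicates reaching 60%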;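 also: 0% = median plate neutral-control signal and 100% = twice that signal; values of inactives mirror those of a sister screen read the other way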
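Test system: SR-BI-overexpressing, LDLR-lacking CHO cells. Measured by: DiI fluorescence, bottom read. Medium: Ham's F12 with 0.5% BSA, HEPES 25 mM, pH 7.4. Timing: 3 h uptake period with compound, 37 °C.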
CDK5 p35 inh: inhibitors of human CDK5/p35 kinase, primary screen, biochemical, single concentration | Cyclin-dependent kinase 5 (Homo sapiens) + Cyclin-dependent kinase 5 activator 1 (Homo … | Recombinant CDK5/p35, ADP-Glo luminescence, 60 min | inhibition, % at 10 µM | actives 0.01% (n = 330,000) | AID 488839, 2010;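 active = highest replicate inhibition of at least 50% and at least 75% of replicates reaching 50%; inconclusive = only one of the two criteria met; inactive = both criteria failed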;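 also: plate controls were DMSO neutral control for no effect and GW8510 at 10 µM for full effect; many of its hits are not listed in these tables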
MITF act: activators of MITF-driven TRPM1 promoter reporter, primary screen, cell-based, SK-MEL-5, luciferase, single point. SK-MEL-5 TRPM1-promoter luciferase, 24 h; % of positive control, neutral wells = 0. activation, % at 12.5 µM. actives 0.75% (n = 300,000). AID 588334, 2011;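 active = mean activation of at least 80% with every replicate also reaching 80%; inconclusive = mean reaches 80% but some replicate falls short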;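 also: 0% = neutral control wells and 100% = parthenolide positive control wells; values of inactives mirror those of a sister screen read the other way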
SR-BI HDL uptake: inhibitors of SR-BI mediated HDL lipid uptake, primary screen, ldlA[mSR-BI] cells, fluorescence, single point; Scavenger receptor class B member 1 (Mus musculus), Q61009; actives 0.96% (n = 320,000); inhibition, % at 12.5 µM; ldlA[mSR-BI] CHO cells, DiI-HDL uptake fluorescence, 3 h;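 active = mean replicate inhibition of at least 70% and a set share of replicates each scoring 70 or more; inconclusive = meets just one of the two criteria; inactive = fails both criteria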;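 also: 0% = median of neutral control wells and 100% = median of positive control wells; values of inactives mirror those of a sister screen read the other way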
NSD2 HMT inh: NSD2 histone methyltransferase inhibitors, primary screen, biochemical, AlphaScreen, single concentration, set 2; Histone-lysine N-methyltransferase NSD2 (Homo sapiens), O96028; NSD2 peptide methylation, 120 min; inhibition, % at 12.5 µM; actives 0.54% (n = 310,000); AID 743445, 2014; in the data active = inhibition above about 50%
Target sequence (O96028 whole entry, looked up): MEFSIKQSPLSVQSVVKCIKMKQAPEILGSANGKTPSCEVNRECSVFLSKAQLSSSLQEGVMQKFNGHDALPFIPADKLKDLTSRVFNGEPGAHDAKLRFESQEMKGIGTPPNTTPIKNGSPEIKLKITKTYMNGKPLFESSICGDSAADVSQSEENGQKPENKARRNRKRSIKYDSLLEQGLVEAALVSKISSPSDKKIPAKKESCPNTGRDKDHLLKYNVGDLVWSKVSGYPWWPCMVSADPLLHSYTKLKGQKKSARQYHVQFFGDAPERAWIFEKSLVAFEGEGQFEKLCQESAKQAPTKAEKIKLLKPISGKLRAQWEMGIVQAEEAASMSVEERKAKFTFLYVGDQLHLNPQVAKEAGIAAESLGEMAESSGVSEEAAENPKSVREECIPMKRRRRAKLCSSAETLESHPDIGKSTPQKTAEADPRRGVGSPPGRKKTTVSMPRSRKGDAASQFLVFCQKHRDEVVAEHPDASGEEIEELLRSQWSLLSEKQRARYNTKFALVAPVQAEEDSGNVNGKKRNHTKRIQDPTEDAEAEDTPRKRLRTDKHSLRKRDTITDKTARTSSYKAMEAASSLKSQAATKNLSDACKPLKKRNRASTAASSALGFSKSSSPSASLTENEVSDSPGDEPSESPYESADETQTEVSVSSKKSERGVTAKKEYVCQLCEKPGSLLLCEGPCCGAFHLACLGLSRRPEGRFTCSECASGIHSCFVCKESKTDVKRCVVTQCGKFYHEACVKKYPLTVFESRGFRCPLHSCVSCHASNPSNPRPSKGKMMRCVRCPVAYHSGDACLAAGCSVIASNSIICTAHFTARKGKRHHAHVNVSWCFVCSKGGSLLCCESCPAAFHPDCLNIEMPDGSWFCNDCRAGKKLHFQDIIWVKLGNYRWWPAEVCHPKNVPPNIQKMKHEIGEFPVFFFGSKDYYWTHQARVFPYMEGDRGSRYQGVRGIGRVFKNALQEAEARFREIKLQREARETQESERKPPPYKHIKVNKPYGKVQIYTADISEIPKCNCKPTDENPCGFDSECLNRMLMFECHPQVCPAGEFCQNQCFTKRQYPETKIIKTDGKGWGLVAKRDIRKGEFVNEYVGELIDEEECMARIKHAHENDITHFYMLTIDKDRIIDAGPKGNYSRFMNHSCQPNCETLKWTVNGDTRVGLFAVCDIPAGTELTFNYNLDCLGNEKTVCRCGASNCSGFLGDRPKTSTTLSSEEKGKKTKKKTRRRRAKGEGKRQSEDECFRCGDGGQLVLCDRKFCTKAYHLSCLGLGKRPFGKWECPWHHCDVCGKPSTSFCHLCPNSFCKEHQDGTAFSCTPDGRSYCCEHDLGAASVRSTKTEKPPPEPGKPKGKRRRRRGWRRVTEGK
SUMO Mot1 rescue: yeast Mot1-301 growth rescue at high temperature, primary screen, SUMOylation pathway inhibitor project, S. cerevisiae, ATP luminescence, 38.5C; S. cerevisiae Mot1-301 growth rescue; percent above DMSO median, 100 means doubled; actives 1% (n = 320,000); growth rescue, % at 18.8 µM;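 active = every valid replicate shows activation above 250% relative to neutral control wells; inactive = the rest, any valid replicate at or below 250%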;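 also: OY570 slx delta 5 strain wells were the positive control but not used for scaling; some compounds called inactive have numbers as strong as hits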
Arr AP2 block: inhibitors of beta-arrestin/AP2 binding, primary screen, biochemical, GPCR trafficking, flow cytometry; FITC-arrestin peptide / GST-AP2 beads; AP2 beta2 appendage carries R879A mutation; AID 504490, 2011; inhibition, % at 10 µM; beta-arrestin 1 C-terminal peptide binding to AP2 beta2-adaptin appendage (human); actives 0.31% (n = 340,000);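 active = inhibition above a set limit, near 3 SD of compounds lacking own fluorescence, cut at about 54% in these data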;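 also: plate controls were DMSO wells for no effect and 5 µM unlabelled arrestin peptide for full effect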
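System: GST-AP2 R879A glutathione beads. Medium: PBS with 0.05% Tween 20 and 0.1% BSA. Also added: FITC-arrestin peptide, 50 nM. Incubation: 12 min plus 1 h, RT. Measured by: high-throughput flow cytometry of beads, ex 488, em 535 nm. Evaluation: percent drop in bead-associated FITC signal.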
Pemphigus Ab inh: inhibitors of pemphigus antibody binding to DSG3, primary screen, biochemical, bead-based, flow cytometry, scFv-GFP | DSG3-coupled beads, scFv-anti-DSG3-GFP binding; active compounds read low | Desmoglein-3 (Homo sapiens), P32926 | AID 588358, 2011 | binding (percent of control), % at 10 µM | actives 0.48% (n = 310,000);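 active = binding more than 3 SD below its plate's average and above zero; inconclusive = below that plate limit but binding exactly zero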;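 also: hits lower antibody fragment binding to DSG3; some compounds called inactive have numbers as strong as hits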
dFosB act: activators of delta FosB homodimer, primary screen, biochemical, fluorescence polarization, TAMRA-CDK5 oligo, single point. Protein FosB (Mus musculus), P13346. purified delta FosB; percent of positive-control signal above neutral wells. activation, % at 25 µM. actives 0.99% (n = 340,000). AID 493131, 2011;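 active = mean activation above about 17%, with every replicate also reaching it, limit read from the data, passing the limit was not always enough; inconclusive = only one of the two conditions met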;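 also: fluorescence polarization rise as delta FosB binds a TAMRA Cdk5 AP-1 oligo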
PKA-R2B act: activators of PKA-R2B holoenzyme, primary screen, biochemical, fluorescence polarization, Cy5-IP20, human; cAMP-dependent protein kinase catalytic subunit beta (Homo sapiens) + cAMP-dependent …; PKA-R2B holoenzyme dissociation; R2B truncated from residue 108, S112A mutant; 0% DMSO only, 100% 113 µM cGMP; activation, % at 11.4 µM; actives 0.079% (n = 340,000); AID 504700, 2011;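 active = activation above a cutoff set at the mean over all compounds plus 3 SD, cut at about 18% in these data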;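 also: higher means more holoenzyme dissociation and a rise in polarization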
* marks the source's active call; other numbers are inactive results; ? = inconclusive; · = no result given.

cpd | SMILES | SR-BI HDL uptake | Pemphigus Ab inh | PKA-R2B act | SR-BI DiI-HDL act | NSD2 HMT inh | SUMO Mot1 rescue | Arr AP2 block | dFosB act | PKA-R1A act | CDK5 p35 inh | MITF act
1 | COc1ccc(Cc2nc3ccc(C(=O)N(C)CCO)cc3o2)cc1 | -3.3 | 97.6 | -0.7 | 3.3 | 1.6 | 97.8 | -10.8 | -2.7 | -8.3 | 0.5 | -12.5
2 | COc1ccc(CC(O)COS(N)(=O)=O)cc1 (centres undefined) | -8.2 | 92.6 | -8.0 | 8.2 | · | 2.4 | 3.2 | 7.4 | -7.5 | 0.1 | -13.2
3 | COc1ccc(N2C(=O)C3CCCN3C2c2cccs2)cc1 (centres undefined) | · | 103.0 | 9.3 | · | · | 2.3 | 2.6 | 4.0 | 5.1 | -1.0 | -0.3
4 | CN(CC(=O)Nc1ccccc1Cl)C(=O)CCNC(=O)Nc1ccccc1 | 2.0 | 108.4 | -4.5 | -2.0 | -1.8 | -26.5 | -8.7 | 2.9 | -10.3 | -0.3 | 1.1
5 | CCOC(=O)CN(C(=O)CSc1nnc(COc2ccc(OC)cc2)n1C)c1ccccc1 | -9.4 | 113.1 | 4.0 | 9.4 | -3.6 | -10.1 | 9.4 | -2.8 | -0.9 | -0.7 | ·
6 | Cc1nnc2c3ccccc3c(Cl)nn12 | -12.6 | 96.9 | -5.2 | 12.6 | 1.4 | -13.6 | 10.9 | -7.2 | 5.7 | -0.1 | 15.1
7 | CC1CN=C(c2cccn2Cc2ccc(F)cc2Cl)O1 (centres undefined) | -18.0 | 92.9 | 11.0 | 18.0 | · | · | -4.8 | -5.5 | 0.3 | -2.6 | 3.5
8 | CCN1CCCC1Cn1cnc2c([nH]c3cc(OC)ccc32)c1=O (centres undefined) | -118.3 | 97.8 | 7.3 | ? | -4.8 | -27.4 | 3.0 | 4.8 | 0.2 | -0.2 | 9.3
9 | O=C(O)CNS(=O)(=O)c1ccc2c3c(cccc13)C(=O)N2 | -15.6 | 117.2 | -8.4 | 15.6 | 4.9 | -4.1 | 9.0 | -6.0 | 1.3 | 0.7 | ·
10 | Cc1cccnc1NC(=O)c1ccc2nc(N)sc2c1 | 4.5 | 97.7 | 3.4 | -4.5 | -1.6 | -23.0 | -1.2 | -4.0 | -1.4 | 1.0 | 10.5
11 | CC(C)n1c(CNC(=O)c2ccccc2F)nnc1SCC(=O)c1ccc(F)cc1 | -10.3 | 102.5 | 11.0 | 10.3 | 41.0 | · | -11.9 | -6.2 | -3.3 | -0.5 | -1.5
12 | COc1ccc(Cl)cc1S(=O)(=O)N1CCCc2ccccc21 | 24.7 | 99.3 | -2.7 | -24.7 | -6.6 | -10.1 | 3.7 | 1.3 | -2.9 | -0.8 | -3.2
13 | Cc1cc(NC(=O)Nc2cc(Cl)ccc2C)no1 | -2.9 | 97.8 | -2.4 | 2.9 | 1.9 | 255.1 | -11.7 | 0.5 | -2.5 | 0.1 | 12.5
14 | COC(=O)c1c(NC(=O)c2cccnc2)sc(C)c1C | 34.9 | 105.9 | -0.5 | -34.9 | 3.2 | -9.7 | 1.3 | 2.2 | 3.6 | 0.7 | -11.1
15 | Cc1nc2c(C(=O)N3CCOCC3)cnn2c(C)c1Cc1ccc(Cl)cc1 | 2.6 | 96.8 | 5.8 | -2.6 | -6.2 | -25.9 | 8.1 | -4.2 | 6.2 | 0.1 | 0.3
16 | CCN(CC(=O)Nc1ccc(NC(C)=O)cc1)C(=O)CCCc1c[nH]c2ccccc12 | 21.6 | · | 7.3 | -21.7 | 1.9 | -3.5 | 62.1* | -3.4 | 7.2 | -1.3 | -8.4
17 | Cc1csc2nc(=O)c3ccccc3n12 | -4.7 | 119.7 | 4.2 | 4.7 | 3.1 | · | -2.0 | 0.8 | 7.1 | -0.8 | -10.0
18 | CCC1CCCCN1C(=S)NC(=O)c1cc(Br)ccc1Cl (centres undefined) | -19.9 | 108.2 | 0.1 | · | 0.6 | -11.7 | -19.9 | -7.8 | 2.8 | 0.5 | -5.6
19 | C=CCn1c(N2CCCC2)nc2c1c(=O)[nH]c(=O)n2C | -2.9 | 102.0 | -2.9 | 2.9 | -0.7 | 66.6 | 3.2 | 2.8 | 1.8 | -1.0 | 10.3
20 | Cc1cc(C)n(-c2cccc(CN(C)Cc3nc(-c4cnccn4)no3)c2)n1 | -13.3 | 103.1 | 2.2 | 13.3 | · | -17.7 | 5.8 | -0.7 | -3.2 | -2.0 | -12.3
21 | CC1CC(C)CN(C(=O)CCn2c(=O)oc3ccccc32)C1 (centres undefined) | -12.5 | 98.4 | 1.3 | 12.5 | -0.6 | -10.4 | -7.6 | -2.8 | -9.8 | 0.4 | -2.2
22 | O=C(C1CCN(S(=O)(=O)c2ccc(-n3cnnn3)cc2)CC1)N1CCN(c2ccccc2)CC1 | -15.0 | 76.6 | 5.7 | 15.0 | -0.6 | -10.8 | 6.1 | -12.1 | 4.3 | -2.0 | 6.4
23 | COc1ccc(C(CC(=O)Nc2cc(OC)cc(OC)c2)n2cccc2)cc1 (centres undefined) | 5.8 | 99.9 | -15.1 | -5.8 | 29.7 | 13.1 | 3.3 | 0.9 | -15.1 | 0.5 | 9.2

Given with values under each structure: eleven of the compounds above.
The line under a structure holds: SR-BI HDL uptake	Pemphigus Ab inh	PKA-R2B act	SR-BI DiI-HDL act	NSD2 HMT inh	SUMO Mot1 rescue	Arr AP2 block	dFosB act	PKA-R1A act	CDK5 p35 inh	MITF act
13: Cc1cc(NC(=O)Nc2cc(Cl)ccc2C)no1
 : -2.9	97.8	-2.4	2.9	1.9	255.1	-11.7	0.5	-2.5	0.1	12.5
14: COC(=O)c1c(NC(=O)c2cccnc2)sc(C)c1C
 : 34.9	105.9	-0.5	-34.9	3.2	-9.7	1.3	2.2	3.6	0.7	-11.1
15: Cc1nc2c(C(=O)N3CCOCC3)cnn2c(C)c1Cc1ccc(Cl)cc1
 : 2.6	96.8	5.8	-2.6	-6.2	-25.9	8.1	-4.2	6.2	0.1	0.3
16: CCN(CC(=O)Nc1ccc(NC(C)=O)cc1)C(=O)CCCc1c[nH]c2ccccc12
 : 21.6	·	7.3	-21.7	1.9	-3.5	62.1*	-3.4	7.2	-1.3	-8.4
17: Cc1csc2nc(=O)c3ccccc3n12
 : -4.7	119.7	4.2	4.7	3.1	·	-2.0	0.8	7.1	-0.8	-10.0
18: CCC1CCCCN1C(=S)NC(=O)c1cc(Br)ccc1Cl (centres undefined)
 : -19.9	108.2	0.1	·	0.6	-11.7	-19.9	-7.8	2.8	0.5	-5.6
19: C=CCn1c(N2CCCC2)nc2c1c(=O)[nH]c(=O)n2C
 : -2.9	102.0	-2.9	2.9	-0.7	66.6	3.2	2.8	1.8	-1.0	10.3
20: Cc1cc(C)n(-c2cccc(CN(C)Cc3nc(-c4cnccn4)no3)c2)n1
 : -13.3	103.1	2.2	13.3	·	-17.7	5.8	-0.7	-3.2	-2.0	-12.3
21: CC1CC(C)CN(C(=O)CCn2c(=O)oc3ccccc32)C1 (centres undefined)
 : -12.5	98.4	1.3	12.5	-0.6	-10.4	-7.6	-2.8	-9.8	0.4	-2.2
22: O=C(C1CCN(S(=O)(=O)c2ccc(-n3cnnn3)cc2)CC1)N1CCN(c2ccccc2)CC1
 : -15.0	76.6	5.7	15.0	-0.6	-10.8	6.1	-12.1	4.3	-2.0	6.4
23: COc1ccc(C(CC(=O)Nc2cc(OC)cc(OC)c2)n2cccc2)cc1 (centres undefined)
 : 5.8	99.9	-15.1	-5.8	29.7	13.1	3.3	0.9	-15.1	0.5	9.2

3 compounds out of the list above, arranged by their value in dFosB act, lowest first:
cpd | SMILES | SR-BI HDL uptake | Pemphigus Ab inh | PKA-R2B act | SR-BI DiI-HDL act | NSD2 HMT inh | SUMO Mot1 rescue | Arr AP2 block | dFosB act | PKA-R1A act | CDK5 p35 inh | MITF act
15 | Cc1nc2c(C(=O)N3CCOCC3)cnn2c(C)c1Cc1ccc(Cl)cc1 | 2.6 | 96.8 | 5.8 | -2.6 | -6.2 | -25.9 | 8.1 | -4.2 | 6.2 | 0.1 | 0.3
20 | Cc1cc(C)n(-c2cccc(CN(C)Cc3nc(-c4cnccn4)no3)c2)n1 | -13.3 | 103.1 | 2.2 | 13.3 | · | -17.7 | 5.8 | -0.7 | -3.2 | -2.0 | -12.3
19 | C=CCn1c(N2CCCC2)nc2c1c(=O)[nH]c(=O)n2C | -2.9 | 102.0 | -2.9 | 2.9 | -0.7 | 66.6 | 3.2 | 2.8 | 1.8 | -1.0 | 10.3
